# Compound activity as filed in PubChem.
# p-CIP stab down: lowers stability of the mouse p/CIP coactivator protein. F442A p/CIP-EGFP cells, EGFP fluorescence, 16 h. decrease of EGFP signal, % at 10 µM. 290,000 tested, 0.01% active;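 active means EGFP signal decrease of at least 30% at 10 µM or well 3 SD below plate mean, unless failing retest; inactive means the rest, including hits failing retest or dose response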; further: some compounds called inactive have numbers as strong as hits; many of its hits are not listed in these tables
# IDE inh: inhibitors of human insulin-degrading enzyme in cells; P14735; HEK cells, FAbetaB cleavage, fluorescence polarization; inhibition, % at 5.59 µM; 320,000 tested, 0.41% active;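 active means percent inhibition above the average of all tested compounds plus 3 SD, set per screening campaign, cut at about 16% in these data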;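 further: IDE supplied by intact live HEK cells; FP after avidin binding of uncleaved biotin substrate so inhibition keeps polarization high; 0% = DMSO wells and 100% = 60 µM reference IDE inhibitor Ii1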
# VIM-2 inh: inhibitors of Pseudomonas aeruginosa VIM-2 metallo-beta-lactamase | purified VIM-2, nitrocefin hydrolysis, epi-absorbance fluorescence | inhibition, % at 5.6 µM | 290,000 tested, 0.89% active;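 active means inhibition above the mean of all tested compounds plus 3 SD, cutoff set per screening run, cut at about 7.5% in these data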;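 further: red hydrolysis product quenches plate fluorescence so inhibitors raise well fluorescence; 0% = enzyme with DMSO and 100% = DMSO without enzyme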
# NALP1 yeast inh: NALP1 inhibition. AID 2071. S. cerevisiae NALP1/ASC/caspase-1 growth, X-gal OD620, 72 h. 280,000 tested, 0.61% active. inhibition, % at 10 µM; in the data active means inhibition mostly above about 24%, no sharp cut-off; inactive means mostly below about 32%; further: some compounds called inactive have numbers as strong as hits
# IMP-1 inhibitor: inhibitors of Pseudomonas aeruginosa IMP-1 metallo-beta-lactamase. purified IMP-1, nitrocefin hydrolysis, epi-absorbance fluorescence. inhibition, % at 5.6 µM. 290,000 tested, 0.45% active;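 active means inhibition above the mean plus 3 SD of all compounds in the same screening run, cut at about 4.5% in these data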;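 further: 0% = IMP-1 with DMSO and 100% = DMSO wells lacking enzyme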
#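 Assay system: purified IMP-1; Quantity: IMP-1 0.2 nM before substrate addition; Medium: HEPES buffer pH 7.1 with ZnSO4 and Brij 35; Incubation: 15 min enzyme–compound preincubation, then 25 min nitrocefin reaction, 25 °C; Signal: fluorescence quenching readout, ex 480/em 530 nm; Controls: DMSO with and without IMP-1; Repeats: singlicate testing.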
# GPR7 antagonist: human neuropeptides B/W receptor 1 antagonism; 290,000 tested, 1.1% active; GPR7-expressing cells, fluorescence antagonist assay; P48145; inhibition, % at 4.4 µM; AID 1861; in the data active means inhibition above about 16%, passing the limit was not always enough;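 further: cells stimulated with the agonist NPW; 0% = agonist with vehicle and 100% = vehicle without agonist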
# Target sequence (P48145 whole entry, looked up): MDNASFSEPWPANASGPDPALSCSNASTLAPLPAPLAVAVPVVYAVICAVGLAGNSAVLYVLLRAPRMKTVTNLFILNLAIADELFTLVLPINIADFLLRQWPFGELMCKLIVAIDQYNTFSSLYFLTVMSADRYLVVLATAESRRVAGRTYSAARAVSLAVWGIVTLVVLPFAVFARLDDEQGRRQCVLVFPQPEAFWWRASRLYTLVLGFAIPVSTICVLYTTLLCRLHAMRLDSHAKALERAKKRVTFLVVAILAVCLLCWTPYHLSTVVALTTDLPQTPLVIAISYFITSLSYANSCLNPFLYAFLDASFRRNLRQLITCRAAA
# IDE act: boosts human insulin-degrading enzyme activity in HEK cells | P14735 | FAbeta-B cleavage, fluorescence polarization; 0% vehicle, 100% cell-free pure enzyme wells | activation, % at 5.96 µM | 340,000 tested, 0.073% active;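 active means activation above the mean of all tested compounds plus 3 SD, set per screening campaign, cut at about 17% in these data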
# PfM18AAP inh: PfM18AAP enzyme inhibition | recombinant PfM18AAP, H-Glu-NHMec fluorogenic cleavage | AID 1822 | inhibition, % at 7.35 µM | 290,000 tested, 1.2% active;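 active means inhibition above the campaign mean inhibition over all tested compounds plus 3 SD, cut at about 28% in these data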;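 further: 0% = plate median of test compound wells and 100% = 2 mM ZnCl2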
# PHOSPHO1 block: inhibitors of human PHOSPHO1 phosphatase | Q8TCT1 | recombinant PHOSPHO1, absorbance phosphatase assay | inhibition, % at 13.3 µM | 290,000 tested, 1.1% active | AID 1565; in the data active means inhibition above about 60%
# Target sequence (Q8TCT1 whole entry, looked up): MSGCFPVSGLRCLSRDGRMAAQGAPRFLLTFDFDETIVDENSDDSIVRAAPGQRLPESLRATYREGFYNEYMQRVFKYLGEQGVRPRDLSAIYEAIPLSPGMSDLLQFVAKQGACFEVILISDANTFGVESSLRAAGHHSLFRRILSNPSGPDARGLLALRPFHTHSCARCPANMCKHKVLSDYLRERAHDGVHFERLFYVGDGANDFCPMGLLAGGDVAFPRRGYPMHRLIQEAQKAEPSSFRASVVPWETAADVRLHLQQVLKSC
# * hit, by the source's call; . = not tested or not shown.
# Sample of the layout (four entries):
p-CIP stab down	IDE inh	VIM-2 inh	NALP1 yeast inh	IMP-1 inhibitor	GPR7 antagonist	IDE act	PfM18AAP inh	PHOSPHO1 block	structure
-9.1	-7.1	-1.1	14.8	0.1	5.9	4.2	-6.6	36.6	COc1ccc(NC(=O)CS(=O)CC(=O)Nc2ccc(NC(C)=O)cc2)cc1 (stereo unspecified)
6.9	-6.7	-0.5	0.5	-3.6	-7.9	2.3	1.4	48.4	O=C(O)c1cn(-c2ccc(F)cc2)c(=O)c2ccccc12
-4.4	0.1	-0.2	0.3	-3.4	-1.5	-2.4	2.2	14.6	CCOC(=O)c1[nH]c2cc(OC)c(OC)cc2c1NC(=O)C(C)N1CCN(Cc2ccccc2)CC1 (stereo unspecified)
-9.5	1.3	-2.4	-43.5	-7.8	-9.5	-1.2	-1.3	-38.4	COc1ccc(-n2c(=O)[nH]cc(C(=O)N3CCc4ccccc43)c2=O)cc1

# Main list, repeating the preview:
p-CIP stab down	IDE inh	VIM-2 inh	NALP1 yeast inh	IMP-1 inhibitor	GPR7 antagonist	IDE act	PfM18AAP inh	PHOSPHO1 block	structure
-9.1	-7.1	-1.1	14.8	0.1	5.9	4.2	-6.6	36.6	COc1ccc(NC(=O)CS(=O)CC(=O)Nc2ccc(NC(C)=O)cc2)cc1 (stereo unspecified)
6.9	-6.7	-0.5	0.5	-3.6	-7.9	2.3	1.4	48.4	O=C(O)c1cn(-c2ccc(F)cc2)c(=O)c2ccccc12
-4.4	0.1	-0.2	0.3	-3.4	-1.5	-2.4	2.2	14.6	CCOC(=O)c1[nH]c2cc(OC)c(OC)cc2c1NC(=O)C(C)N1CCN(Cc2ccccc2)CC1 (stereo unspecified)
-9.5	1.3	-2.4	-43.5	-7.8	-9.5	-1.2	-1.3	-38.4	COc1ccc(-n2c(=O)[nH]cc(C(=O)N3CCc4ccccc43)c2=O)cc1
2.8	5.1	-1.2	.	-2.1	-4.1	1.8	3.0	1.4	Cc1ccc(C)c(NC(=O)Cc2csc(-c3ccccc3)n2)c1
6.1	-2.8	-0.3	16.2	-0.8	-0.8	0.7	-0.2	38.1	O=C(CN1C(=O)c2ccccc2C1=O)NC1CCCCC1
4.2	2.1	-7.5	-3.6	-1.5	-7.0	-1.8	-5.5	19.9	O=C(NCC1CCCCC1)C1CCC(=O)N(CCc2cccc(F)c2)C1 (stereo unspecified)
5.5	-5.1	-2.8	-28.6	-2.9	1.4	-1.6	3.5	-16.7	COc1ccccc1C(=O)Nc1nc2ccc(S(C)(=O)=O)cc2s1
8.2	-5.3	-3.7	4.4	-1.1	5.4	1.6	0.1	40.1	Cc1cc(NC(=O)c2cccc(Oc3ccccc3)c2)n[nH]1
-22.4	6.3	-2.6	-5.3	-2.8	4.5	-0.5	3.9	38.5	Cc1ccccc1CNS(=O)(=O)c1csc(C(N)=O)c1
-4.9	0.6	-2.4	25.0	-0.8	3.7	1.1	2.0	-1.0	CCN(CCC(=O)Nc1cc([N+](=O)[O-])ccc1OC)Cc1ccccc1
-2.2	-2.7	-0.9	-3.0	-2.3	-10.3	-1.4	9.7	-4.0	Cc1nc2ccc(NC(=O)COc3ccccc3C)cc2s1
2.4	-4.9	-1.4	-1.8	-3.0	-7.2	0.7	1.8	29.1	O=C(CCc1ccccc1)N1CCCC1
-13.2	-0.6	-3.4	10.0	-5.4	-5.7	3.8	-1.1	-15.3	CCCCCCCCCCS(=O)(=O)N/N=C/c1ccc([N+](=O)[O-])cc1
1.5	-0.9	-0.5	29.8	0.9	7.3	4.3	-2.5	-21.6	CC(C)C[C@H](N)c1nnc(SCC(=O)Nc2ccc(Br)cc2)o1
-2.7	-2.0	2.8	-14.8	-3.0	-6.1	-2.1	-8.0	-2.9	Cc1cc2ncn(C(=O)c3c(-c4c(Cl)cccc4Cl)noc3C)c2cc1C
-21.7	0.4	-3.5	15.5	-2.8	-14.1	-4.8	6.6	9.6	COc1cccc(NC(=O)c2ccc(N3C(=O)C4CCC(C)CC4C3=O)cc2)c1 (stereo unspecified)
5.9	4.0	-1.7	20.6	-2.1	-12.5	6.1	0.6	-2.2	O=C(CSc1nc(C2CC2)nc2ccccc12)N1c2ccccc2Sc2ccccc21
-9.2	-2.7	-0.7	9.7	-0.8	-8.4	-0.1	-7.4	30.2	COC(=O)C1=CN(Cc2ccc(C)cc2)C=C(C(=O)OC)C1c1cc(OC)c(OC)c(OC)c1
-5.1	1.9	-1.8	-3.1	-1.6	0.4	4.8	2.3	-32.1	COc1ccc(CCN/C=C2/CC(=O)NC2=O)cc1OC
-11.8	1.4	-4.1	1.1	-3.3	4.9	4.2	-2.3	36.7	Cc1ccccc1-c1ncc(CN2CCN(C3CCCCC3)C(CCO)C2)cn1 (stereo unspecified)
9.6	5.3	-3.1	6.0	0.7	-8.7	-0.1	6.4	41.6	COc1cc(-c2cc(C(=O)N(C)Cc3ccccc3)c3ccccc3n2)cc(OC)c1OC
.	0.8	-3.0	.	-1.9	-4.5	7.7	4.2	.	Cc1nc2ncnn2c(Nc2ccc3c(c2)OCCO3)c1C
1.3	-0.2	0.1	20.5	-2.1	-5.1	2.2	-2.1	19.9	COc1ccccc1N1CCN(C2CCCN(C(=O)c3ccccn3)C2)CC1 (stereo unspecified)
-10.4	3.3	0.1	8.9	-1.2	8.6	2.2	-12.2	-33.7	Cn1c(=O)c2c(n(C)c1=O)=NC1(CCCCC1)ON=2

# (cont.)
p-CIP stab down	IDE inh	VIM-2 inh	NALP1 yeast inh	IMP-1 inhibitor	GPR7 antagonist	IDE act	PfM18AAP inh	PHOSPHO1 block	structure
-1.1	5.5	-0.8	-7.4	-0.8	-3.8	0.4	8.4	-38.4	COC(=O)COc1ccc(S(=O)(=O)N2CCc3ccccc3C2)cc1
-10.1	-3.3	-2.4	8.3	-2.8	-6.4	3.5	2.4	6.1	COc1ccccc1C(CC(=O)Nc1ccc(C)c(C)c1)c1ccc(OC(C)C)cc1 (stereo unspecified)
6.8	0.1	0.2	-13.8	-2.7	-6.4	5.1	-4.8	20.2	Cc1ccc(C(=O)N2c3ccccc3NC(=O)C2C)cc1 (stereo unspecified)
1.3	0.0	-0.2	9.1	-2.5	-9.5	-0.7	-0.4	38.1	CC(=O)CN1C(=O)NC2(CCCc3ccccc32)C1=O (stereo unspecified)
-6.5	2.4	1.7	3.5	-1.2	-7.7	3.3	-5.1	6.0	Cc1nnc(Sc2cc(C(=O)NCc3ccco3)c3ccccc3n2)s1
4.3	-0.3	1.2	3.6	-3.3	-9.1	-0.2	12.1	-3.1	O=C1OC(c2ccccc2)=N/C1=C\C=C\c1ccco1
-11.7	-0.9	-3.3	11.3	-2.4	-2.3	2.4	17.0	-9.2	CCOc1nc(SC(C(C)=O)C(=O)Nc2ccccc2)nc(N(C)C)n1 (stereo unspecified)
-0.9	-2.7	0.7	15.3	-1.4	8.0	-2.2	-17.1	29.0	O=S(=O)(NCC1CCCO1)c1ccccc1 (stereo unspecified)
-2.0	3.3	-0.1	5.5	-1.6	-11.5	7.2	20.3	34.3	O=C1/C(=C/c2ccc3c(c2)OCO3)Oc2cc(OCC(=O)N3CCC[C@H]3C(=O)O)ccc21
-1.2	-0.6	-1.7	11.3	-2.4	-11.4	-1.2	-10.0	7.6	O=C(O)/C=C/c1cn(-c2ccccc2)nc1-c1cccs1
2.9	-2.5	0.5	-4.6	-0.1	-8.1	1.4	8.0	-9.8	O=C(CCSCc1ccccc1F)NCc1cccs1
-1.7	5.2	-1.2	-17.4	-2.6	-0.2	-1.1	1.8	44.2	Cc1ccc(S(=O)(=O)Nc2ccc3c(c2)OCCO3)cc1
-5.7	-0.9	-3.1	37.1	-5.3	3.7	7.8	-16.1	19.7	COc1ccc(NC2c3ccccc3C(=O)N2Cc2ccccc2Cl)cc1OC (stereo unspecified)
-10.4	1.2	-0.5	-1.3	-2.1	-12.9	3.1	-17.6	22.2	CN(Cc1nccs1)C(=O)C1CCC(=O)N(CCc2cccc(F)c2)C1 (stereo unspecified)
-8.6	0.6	-3.9	7.8	-4.7	-4.8	5.2	5.3	31.0	O=C(Nc1ccccc1NC(=O)c1ccco1)c1ccccc1
8.8	3.3	-2.7	6.5	-2.8	-5.4	4.2	4.0	50.7	CCN1CCN(C(=O)CCc2nnc(CCc3ccccc3OC)o2)[C@@H](C)C1=O
-5.4	3.9	-1.1	-3.8	-0.9	2.7	1.3	1.2	62.9*	CCCCN(C)C1=Nc2cccc3cccc1c23
-12.1	0.1	0.3	11.7	2.4	-3.8	-1.2	18.1	.	O=C1CSC(=S)N1c1cccc(Cl)c1
-2.7	1.0	-3.0	14.1	-2.6	5.5	3.7	4.8	41.2	O=C(NC12CC3CC(CC(C3)C1)C2)c1cc([N+](=O)[O-])ccc1N1CCOCC1
-14.8	3.8	-1.4	.	-0.7	11.3	2.8	-7.3	-17.3	Cc1c(Cl)c([N+](=O)[O-])nn1CCCC(=O)N(Cc1ccccc1)Cc1ccccc1
-7.5	3.1	-0.3	1.3	-3.1	-11.8	3.2	6.1	-0.8	COc1nc(N(CC(N)=O)S(=O)(=O)c2ccccc2)nc(C)c1Cl
9.8	0.5	-4.9	31.1	-0.8	-8.7	1.7	-1.4	4.2	Cc1ccc(OCC(O)CN2CCN(Cc3ccc4c(c3)OCO4)CC2)cc1C (stereo unspecified)
1.1	5.1	1.1	6.1	-2.2	-0.1	4.7	-3.8	29.0	Brc1cccc(OCCCCn2cncn2)c1
-3.1	-1.1	0.0	25.0	-3.4	43.1*	2.9	-4.7	14.2	COc1ccccc1-c1cc(C(=O)NC2CCN(C)CC2)c2ccc(Cl)c(C)c2n1
-11.3	3.9	-0.8	1.8	-2.4	-13.2	9.4	4.9	7.4	CN(C)c1cc(-c2ccc(F)cc2)oc(=O)c1Cl

# Additional entries
p-CIP stab down	IDE inh	VIM-2 inh	NALP1 yeast inh	IMP-1 inhibitor	GPR7 antagonist	IDE act	PfM18AAP inh	PHOSPHO1 block	structure
7.9	2.1	-0.8	14.0	0.8	4.3	-4.6	-10.3	36.3	CCOc1cc(C2C3=C(CCCC3=O)Nc3nc(C(=O)OC)nn32)ccc1OC (stereo unspecified)
-5.7	-0.2	1.1	29.6	-2.3	-4.0	0.1	-10.1	2.5	Cc1nn(C2CCS(=O)(=O)C2)c(Cl)c1/C=C/C(=O)OCC(=O)c1c[nH]c2ccccc12 (stereo unspecified)
.	-1.5	-0.6	.	0.9	19.0*	-2.9	12.7	.	COC(=O)c1ccc(N2C(=O)CC(N3CCN(c4ccccc4)CC3)C2=O)cc1 (stereo unspecified)
10.9	1.3	3.1	10.6	-2.1	-2.9	-3.5	-20.7	36.2	Cc1cc(C)n2nc(SCCCC(=O)c3ccccc3)nc2n1
-2.6	6.6	-3.2	22.7	-1.1	-13.7	1.2	-4.8	3.8	COc1cccc(/C=C/c2onc(C)c2S(=O)(=O)N2CCC(C(=O)NC3CCCCCC3)CC2)c1
-4.1	0.0	-1.5	9.7	-2.8	-8.3	0.5	1.5	-18.5	Cc1onc(-c2ccccc2Cl)c1C(=O)Nc1ccccc1C(=O)NC(C)C
-2.6	-0.5	-1.7	6.2	-3.3	14.9	-1.8	0.3	36.8	Cc1cccc(NS(=O)(=O)c2ccc(-c3cnc(C4CC4)o3)cc2)c1
-1.6	2.7	-0.2	.	-0.6	11.3	-4.9	17.3	26.8	COc1cccc(CN2CCN(C(=O)CCc3nnc(C4CCCCC4)o3)CC2=O)c1
5.0	0.3	-3.4	-0.5	-1.6	10.8	0.5	3.2	35.7	Cc1ccc(S(=O)(=O)Cc2ccc([N+](=O)[O-])cc2)cc1
